Bioassay records as filed in PubChem.
3CLpro inhibitor: SARS-CoV 3CLpro protease inhibitors, primary screen, biochemical, quenched FRET; inhibition, % at 6 µM; hit rate 0.14% among 290,000; recombinant SARS-CoV 3CLpro, quenched FRET peptide cleavage; Replicase polyprotein 1ab (Severe acute respiratory syndrome coronavirus), P0C6X7; in the data active = inhibition above about 12%
Vc quorum ag: inducers of Vibrio cholerae quorum light production without autoinducers, primary screen, BH1578 luxS cqsA deficient, single point. hit rate 0.16% among 350,000. activation, % at 18.7 µM. V. cholerae BH1578 lux reporter, luminescence, 6 h. AID 588436, 2011; in the data active = activation mostly above about 9.7%, no sharp cut-off; note: not every result past the cut was called active; inactives centre near 0; reference of the scale not given here
Y pestis TopoI: Yersinia pestis topoisomerase I inhibitors, primary screen, biochemical, cleavage product accumulation, plate reader, single point; Y. pestis Topo-I cleavage product accumulation; activity, % at 10 µM; hit rate 0.064% among 360,000; AID 504884, 2011; in the data active = activity above about 50%, passing the limit was not always enough; note: inactives centre near 2
PrPC surface inh: inhibitors of human cell surface prion protein PrPC, primary screen, cell-based, TR-FRET; Major prion protein (Homo sapiens), P04156; TR-FRET read-out; inhibition, % at 13.8 µM; hit rate 0.43% among 370,000; in the data active = inhibition above about 24%; note: 0% = median of the test wells and 100% = reference compound wells
VHR inh abs: VHR1 phosphatase inhibitors, primary screen, biochemical, absorbance, uHTS | inhibition, % at 13.3 µM | hit rate 0.52% among 290,000 | Dual specificity protein phosphatase 3 (Homo sapiens), P51452 | recombinant VHR phosphatase, pNPP absorbance; in the data active = inhibition above about 50%; note: some compounds called inactive have numbers as strong as hits
CCHFV vOTU inh: CCHFV vOTU protease inhibitors, primary screen, biochemical, Pep-AMC substrate, fluorescence; AID 651958, 2012; inhibition, % at 11.5 µM; hit rate 0.55% among 370,000; in the data active = inhibition above about 30%; note: 0% = vehicle wells with enzyme and 100% = no enzyme wells
TcdB inh: TcdB glycohydrolase inhibitors, primary screen, biochemical, single point, plate reader; Toxin B (Clostridioides difficile), P18177; TcdB glycohydrolase enzymatic assay; inhibition, % at 9.99 µM; hit rate 0.24% among 350,000; AID 652162, 2013; in the data active = inhibition above about 10%
Target sequence (P18177 whole entry, looked up): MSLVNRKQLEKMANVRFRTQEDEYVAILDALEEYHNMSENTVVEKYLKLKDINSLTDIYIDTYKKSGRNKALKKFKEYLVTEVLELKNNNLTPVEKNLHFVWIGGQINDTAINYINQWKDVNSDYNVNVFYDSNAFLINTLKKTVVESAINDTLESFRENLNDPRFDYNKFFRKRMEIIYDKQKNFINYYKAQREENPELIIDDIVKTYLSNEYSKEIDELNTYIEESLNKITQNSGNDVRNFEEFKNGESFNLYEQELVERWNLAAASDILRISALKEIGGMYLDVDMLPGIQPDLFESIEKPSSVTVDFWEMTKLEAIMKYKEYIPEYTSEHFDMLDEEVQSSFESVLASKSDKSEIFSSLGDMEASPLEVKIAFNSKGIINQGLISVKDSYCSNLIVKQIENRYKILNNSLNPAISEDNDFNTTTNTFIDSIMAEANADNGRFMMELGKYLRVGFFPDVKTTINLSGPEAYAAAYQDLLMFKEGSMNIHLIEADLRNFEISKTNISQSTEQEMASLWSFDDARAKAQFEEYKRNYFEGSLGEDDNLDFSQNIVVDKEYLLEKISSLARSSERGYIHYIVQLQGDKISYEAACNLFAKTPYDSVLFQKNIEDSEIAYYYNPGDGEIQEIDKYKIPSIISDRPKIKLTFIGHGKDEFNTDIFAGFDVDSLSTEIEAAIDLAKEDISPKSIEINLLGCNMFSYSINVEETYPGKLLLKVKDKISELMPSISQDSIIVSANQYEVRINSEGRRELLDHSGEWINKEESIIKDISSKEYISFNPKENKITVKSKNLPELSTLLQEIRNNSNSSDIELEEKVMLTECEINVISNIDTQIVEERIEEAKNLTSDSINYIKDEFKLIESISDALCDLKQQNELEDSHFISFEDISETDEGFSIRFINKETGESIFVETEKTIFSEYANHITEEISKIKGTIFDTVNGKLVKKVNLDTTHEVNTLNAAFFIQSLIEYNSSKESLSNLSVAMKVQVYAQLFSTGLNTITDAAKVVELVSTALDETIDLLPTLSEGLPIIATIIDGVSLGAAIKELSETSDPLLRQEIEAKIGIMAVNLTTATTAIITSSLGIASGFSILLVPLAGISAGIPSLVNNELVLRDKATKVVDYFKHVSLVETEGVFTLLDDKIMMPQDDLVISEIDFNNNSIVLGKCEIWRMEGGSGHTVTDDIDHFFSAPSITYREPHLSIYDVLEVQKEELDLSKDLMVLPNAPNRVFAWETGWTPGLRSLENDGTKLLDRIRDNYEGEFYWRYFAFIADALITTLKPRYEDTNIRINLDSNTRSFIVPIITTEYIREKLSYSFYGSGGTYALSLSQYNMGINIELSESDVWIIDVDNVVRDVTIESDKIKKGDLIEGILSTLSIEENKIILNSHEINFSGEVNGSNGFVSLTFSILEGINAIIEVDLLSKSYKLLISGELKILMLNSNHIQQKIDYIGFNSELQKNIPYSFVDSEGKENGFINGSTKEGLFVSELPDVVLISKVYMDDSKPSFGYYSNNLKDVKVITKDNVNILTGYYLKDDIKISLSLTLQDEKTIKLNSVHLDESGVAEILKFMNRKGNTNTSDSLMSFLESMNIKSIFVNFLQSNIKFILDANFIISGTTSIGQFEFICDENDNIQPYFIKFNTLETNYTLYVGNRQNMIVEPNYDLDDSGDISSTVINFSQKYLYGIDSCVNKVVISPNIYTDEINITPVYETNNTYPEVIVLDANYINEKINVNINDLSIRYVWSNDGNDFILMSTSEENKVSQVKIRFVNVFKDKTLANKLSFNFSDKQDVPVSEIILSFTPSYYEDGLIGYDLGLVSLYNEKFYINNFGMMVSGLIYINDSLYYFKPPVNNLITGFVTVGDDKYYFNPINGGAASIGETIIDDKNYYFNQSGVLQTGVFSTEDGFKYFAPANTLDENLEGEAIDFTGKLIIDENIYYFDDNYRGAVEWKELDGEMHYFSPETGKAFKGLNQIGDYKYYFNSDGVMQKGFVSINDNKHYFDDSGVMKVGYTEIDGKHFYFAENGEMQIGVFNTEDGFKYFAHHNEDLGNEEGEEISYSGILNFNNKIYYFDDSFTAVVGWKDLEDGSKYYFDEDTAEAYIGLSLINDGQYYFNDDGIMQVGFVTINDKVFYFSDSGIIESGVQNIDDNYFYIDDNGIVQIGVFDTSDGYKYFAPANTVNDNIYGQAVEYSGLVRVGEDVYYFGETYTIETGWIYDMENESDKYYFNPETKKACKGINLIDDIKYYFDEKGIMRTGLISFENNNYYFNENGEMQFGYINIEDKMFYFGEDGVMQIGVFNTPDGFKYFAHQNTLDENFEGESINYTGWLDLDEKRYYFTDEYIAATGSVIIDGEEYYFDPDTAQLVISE
MazEF act: activators of E. coli MazEF toxin-antitoxin RNase, primary screen, biochemical, fluorescence, uHTS; Endoribonuclease toxin MazF (Escherichia coli (strain K12)), P0AE70; FAM/BHQ RNA-DNA oligo cleavage fluorescence, 5 h; activation, % at 20 µM; hit rate 0.32% among 350,000; in the data active = activation above about 50%
SSB-PriA inh: inhibitors of Klebsiella pneumoniae PriA binding to SSB C-terminal tail, primary screen, biochemical, AlphaScreen; PriA–SSB C-terminal tail interaction (Klebsiella pneumoniae); AlphaScreen SSBct-PriA binding, biotinylated peptide; inhibition, % at 33 µM; hit rate 0.6% among 430,000; in the data active = inhibition mostly above about 37%, no sharp cut-off; inactive = mostly below about 20%;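 note: plate controls were negative control peptide for no effect and reference peptide for full effect; strong numbers were not always called active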
Rv3671c protease: Rv3671c serine protease inhibitors, primary screen, biochemical, fluorescence polarization, M. tuberculosis H37Rv. P9WHR9. inhibition, % at 5.96 µM. hit rate 0.048% among 320,000. AID 2606, 2010; in the data active = inhibition above about 38%;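 note: extracellular domain of Rv3671c used as enzyme; 0% = enzyme with DMSO and 100% = no enzyme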
* hit, by the source's call; i = inactive; . = not tested or not shown; & = joins results of further samples. Not all compounds are listed; rates above refer to the full screens.

Second line of a record – 3CLpro inhibitor | Vc quorum ag | Y pestis TopoI | PrPC surface inh | VHR inh abs | CCHFV vOTU inh | TcdB inh | MazEF act | SSB-PriA inh | Rv3671c protease
> C/C(CC(=O)Nc1ccc(Cl)cc1C(F)(F)F)=N\NC(=O)c1ccccn1
    7 | i | 5 | -7 | 15 | 14 | 1.8 | 2 | . | -7
> CC(=O)Nc1ccc(NC(=O)Cn2c(=O)n(-c3ccccc3)c(=O)c3oc4ccccc4c32)cc1
    4 | -0.6 | -4 | -2 | 11 | -7 | 1.1 | 2 | 7 | -3
> CC(C)c1ccc(NC(=O)C2(C)Cc3c(-c4ccc(N(C)C)cc4)ccnc3O2)cc1 (configuration not stated)
    . | -0.3 | 15 | -3 | . | -30 | -0.4 | . | . | .
> Cc1ccc(C2=NN(S(=O)(=O)c3ccccc3)C(c3ccccc3O)C2)cc1 (configuration not stated)
    8 | -0.3 | -3 | -1 | 10 | 9 | 1.5 | 31 | 19 | .
> CCCCNC(=O)C1C2C=CC3(CN(Cc4ccc(C)cc4)C(=O)C13)O2 (configuration not stated)
    -5 | i | -2 | -5 | 43 | -2 | . | 0 | -14 | -2
> Cc1cc(NC(=O)c2cc3ccccc3oc2=O)no1
    -5 | i | 2 | -2 | 14 | -11 | 1.5 | -4 | -1&-7 | .
> CC(=O)/C(N=Nc1nc2c([nH]1)c(=O)n(C)c(=O)n2C)=C(\C)O
    -6 | i | 5 | 5 | 25 | 0 | 0.4 | 23 | . | -13
> CCC(C)N1CCCCC1C(=O)Nc1c(C)cc(C)cc1C (configuration not stated)
    2 | -0.7 | 1 | -2 | 3 | -12 | . | 4 | 3 | 2
> CNC(=O)O/N=C(\N)Cc1csc2ccc(Cl)cc12
    5 | i | 1 | 7 | -11 | 4 | 2.8 | 7 | . | -2
> C/C(=N\Nc1ccc([N+](=O)[O-])cc1)c1ccc(-n2nncc2C)cc1
    -2 | -2.7 | -19 | -27 | 7 | 10 | 0.6 | 8 | . | 8
> COc1ccc(Cl)cc1C(=O)O/N=C(\N)c1ccccn1
    0 | i | 6 | 3 | 4 | 14 | -0.3 | 4 | i | -5
> CCC(C)(C)NC(=O)CN(CCc1cccc(C)c1)C(=O)c1csnn1
    2 | -0.4 | 3 | -4 | 2 | -6 | -2.2 | -3 | 9 | -7
> COc1cc2c(cc1OC)NC(=O)C2
    . | . | 3 | -4 | . | 9 | 1.6 | 1 | 0 | .
> COc1ccc(Cl)cc1C(=O)NNC(=O)c1cccnc1
    0 | i | -1 | -13 | 22 | 12 | . | -1 | 1 | -7
> Cc1noc(NS(=O)(=O)c2ccc(NC(=O)c3oc4ccc(F)cc4c3C)cc2)c1C
    9 | 3.6 | 15 | 5 | 0 | 27 | -1.0 | 2 | -3 | .
> Cc1ccc(C(=O)N2CCN(C)CC2)cc1S(=O)(=O)N1CCCCCC1
    -2 | 0.6 | 9 | -7 | 2 | -7 | 1.0 | 3 | -2 | 9
> Cc1cc(C(=O)N/N=C/c2ccccc2Br)no1
    5 | -5.2 | 3 | -2 | -1 | -5 | . | -2 | . | -6
> CN(CC(=O)Nc1c(Cl)cccc1Cl)C(=O)CCC1CCCC1
    -5 | -1.1 | -3 | 8 | -16 | 5 | 1.8 | 2 | 4 | -3
> CC12CC3CC(C)(C1)CC(C(=O)N1CCCC1)(C3)C2
    5 | -0.9 | -5 | -10 | 25 | 1 | 2.0 | 7 | -8 | .
> CN(C)C(CNc1ncccn1)c1ccccc1 (configuration not stated)
    3 | -2.3 | -8 | -3 | -14 | 6 | -0.6 | 6 | -9 | -3
> Cc1cc(O)ccc1NC(=O)Cc1cccc2ccccc12
    . | -0.4 | 8 | -4 | . | 8 | 7.4 | 9 | 0 | .
> COc1cc(C(=O)N2CCN(c3ccc([N+](=O)[O-])cc3)CC2)ccc1OCc1c(C)noc1C
    -2 | -1.3 | 2 | -5 | 20 | 2 | . | 1 | -8 | 5
> Cn1ccnc1SCC(=O)c1ccc(C#N)cc1
    -2 | -0.6 | -3 | 2 | 34 | 9 | 1.1 | 4 | -1 | 3
> CCn1nc(CC(=O)O)c2ccccc2c1=O
    0 | -0.4 | 3 | 7 | 22 | 6 | 1.0 | 0 | -5 | -2
> Cc1cc2occ(CC(=O)NCc3cccs3)c2cc1C(C)C
    4 | -2.6 | 15 | 2 | -4 | 8 | 1.0 | -2 | -2 | 0
> CSc1sc2ccccc2[n+]1CCCS(=O)(=O)[O-]
    -2 | 1.5 | -2 | -1 | 11 | -13 | 0.8 | -2 | -9 | -9
> O=C(O)c1cc(S(=O)(=O)NCC2COc3ccccc3O2)ccc1Cl (configuration not stated)
    . | -0.7 | -1 | -4 | . | 10 | -0.1 | -2 | 6 | 2
> CC(C)(C)n1nc2c(c1NC(=O)COc1ccc(Cl)cc1)CSC2
    0 | -0.5 | 11 | . | 4 | . | . | -2 | -8 | -16
> Fc1ccccc1CSCc1nc2ccccc2[nH]1
    -3 | -0.2 | 0 | 1 | 22 | -12 | 1.3 | 0 | -10 | -6
> CC(C)c1ccc(C(=O)CSc2n[nH]c(-c3ccncc3)n2)cc1
    -1 | 0.3 | 4 | 4 | -7 | 7 | . | 3 | -1 | 0

Quoted at random: 6 entries already listed.
Second line of a record – 3CLpro inhibitor | Vc quorum ag | Y pestis TopoI | PrPC surface inh | VHR inh abs | CCHFV vOTU inh | TcdB inh | MazEF act | SSB-PriA inh | Rv3671c protease
> Cc1ccc(C2=NN(S(=O)(=O)c3ccccc3)C(c3ccccc3O)C2)cc1 (configuration not stated)
    8 | -0.3 | -3 | -1 | 10 | 9 | 1.5 | 31 | 19 | .
> CC(C)(C)n1nc2c(c1NC(=O)COc1ccc(Cl)cc1)CSC2
    0 | -0.5 | 11 | . | 4 | . | . | -2 | -8 | -16
> CC(=O)Nc1ccc(NC(=O)Cn2c(=O)n(-c3ccccc3)c(=O)c3oc4ccccc4c32)cc1
    4 | -0.6 | -4 | -2 | 11 | -7 | 1.1 | 2 | 7 | -3
> Cc1cc(C(=O)N/N=C/c2ccccc2Br)no1
    5 | -5.2 | 3 | -2 | -1 | -5 | . | -2 | . | -6
> CCC(C)N1CCCCC1C(=O)Nc1c(C)cc(C)cc1C (configuration not stated)
    2 | -0.7 | 1 | -2 | 3 | -12 | . | 4 | 3 | 2
> CC12CC3CC(C)(C1)CC(C(=O)N1CCCC1)(C3)C2
    5 | -0.9 | -5 | -10 | 25 | 1 | 2.0 | 7 | -8 | .

More entries:
Second line of a record – 3CLpro inhibitor | Vc quorum ag | Y pestis TopoI | PrPC surface inh | VHR inh abs | CCHFV vOTU inh | TcdB inh | MazEF act | SSB-PriA inh | Rv3671c protease
> COCCN1Cc2cccc(C(=O)Nc3ccc(S(=O)(=O)N4CCOCC4)cc3)c2C1=O
    -1 | -0.2 | -8 | 0 | 7 | 7 | -0.1 | 14 | -13 | 3
> Cc1cccc(OCC(=O)Nc2cc(C)c(C)cc2O)c1
    5 | i | 5 | 2 | 10 | 4 | -0.1 | 3 | -20 | 0
> O=C(COC(=O)CNC(=O)c1cccc(OC(F)F)c1)NCc1ccc2c(c1)OCO2
    . | i | 7 | -5 | . | -5 | 0.0 | 5 | -11 | 5
> Cc1ccc(SCc2c(C(=O)N/N=C/c3ccncc3)nnn2-c2nonc2N)cc1
    1 | -1.1 | -2 | 8 | -4 | -14 | 1.2 | 1 | . | 2
> CSc1nc(-c2ccccc2)nc(C(Cl)Cl)n1
    -3 | -0.3 | 2 | 2 | 1 | 0 | . | -4 | -12 | -7
> O=C(CCn1nc(-c2ccc(Cl)cc2)ccc1=O)N1CCOCC1
    -6 | . | -4 | -6 | -3 | 5 | -2.4 | 7 | -12 | 0
> COc1ccc(N(C(C)=O)S(=O)(=O)c2cccc3cccnc23)cc1
    4 | -0.2 | -5 | -1 | 6 | -9 | 0.8 | 3 | 0 | 5
> CCOC(=O)C1CCN(C(=O)CCC2CCCC2)CC1
    4 | 0.2 | 10 | -1 | -12 | -8 | -0.3 | 11 | -1 | 5
> Cc1ccc2[nH]cc(C(=O)CN3CCN(C)CC3)c2c1
    -4 | i | -6 | 3 | 17 | -8 | . | 3 | -11 | -2
> C[C@H](CO)N1C[C@H](C)[C@@H](CN(C)C(=O)Nc2ccc(N3CCN(C)CC3)cc2)OCc2cnnn2CCCC1=O
    . | i | -2 | 1 | . | -3 | 1.6&-0.8 | 0 | . | .
> COc1ccc(Nc2nc(N)nc(CSc3nncn3C)n2)cc1
    4 | i | 18 | -2 | 30 | -4 | . | -6 | -16 | -7
> Cc1ccc(C(=O)CSc2nc(C)cc(C)c2C(N)=O)cc1
    2 | -0.4 | 3 | -2 | 9 | -7 | 0.7 | -15 | -10 | -8
> O=C(N/C(=C\c1cccs1)C(=O)N1CCOCC1)c1ccco1
    -7 | i | 2 | -1 | 28 | 7 | 0.8 | 2 | 3 | -14
> C/C=C\C(=O)Nc1cccc(C2=NOC3(C2)C[C@@H](C(N)=O)N(C(=O)CC(c2ccccc2)c2ccccc2)C3)c1 (some centres not stated)
    . | -0.6 | 19 | -5 | 7 | -7 | . | 6 | -2 | -4
> Cn1c2ccccc2c2c(C(=O)NCCCN3CCCC3=O)cn(C3CCCCC3)c(=O)c21
    2 | i | 2 | -9 | 42 | -17 | . | -5 | -10 | 7
> CCN(CC)c1nc(Nc2ccc([N+](=O)[O-])cc2)nc(N(CC)CC)n1
    3 | -0.3 | 1 | 6 | -32 | -2 | -0.8 | -1 | 8 | -4
> O=C(COc1ccc(Cl)cc1)Nc1nnc(S(=O)(=O)N2CCCCCC2)s1
    1 | -0.2 | 4 | 9 | 17 | 3 | -0.2 | 4 | -6 | -6
> COC(=O)c1ccccc1C(=O)N1CC(O)CO1 (configuration not stated)
    -5 | -7.7 | 21 | -6 | 10 | 10 | 0.5 | 1 | 1 | 2
> CC1CC(C)CN(C(=O)C(C)N(C)CC(=O)Nc2ccccc2Cl)C1 (configuration not stated)
    -1 | -0.2 | 8 | 7 | 13 | 0 | -0.7 | 0 | -6 | -3
> CCOC(=O)c1cc(NC(=O)Nc2ccc(OC)c(OC)c2)c(C)nc1C
    0 | i | -8 | -4 | 7 | 3 | . | 0 | -9 | 0
> COC(=O)c1ccccc1NC(=O)CCC(=O)N1CCSc2ccccc21
    5 | -0.2 | 28 | 8 | 17 | 6 | 2.0 | 11 | 8 | 2
> O=C(CSc1ncc(-c2ccccc2)[nH]1)Nc1cccc(O)c1
    2 | i | -8 | 4 | 12 | -9 | 2.9 | -4 | 19 | -3
> CCOc1ccc2oc(C(=O)OCC(=O)NC3CCCCC3)c(C)c2c1
    . | i | -3 | -5 | . | 5 | -0.6 | -4 | -8 | -8
> C[C@@H]1CN([C@H](C)CO)C(=O)CCCn2nncc2CO[C@H]1CN(C)Cc1ccc(Oc2ccccc2)cc1
    . | 2.3 | 39 | 0 | . | -5 | -0.9&0.3 | 9 | . | .
> O=C(NNS(=O)(=O)c1ccc(Br)cc1)C1CCCCC1
    5 | -0.1 | 9 | 12 | 7 | 7 | 0.2 | 4 | -11 | -9
> CCOC(=O)c1ccc(S(=O)(=O)N2CCN(CC3CC=CCC3)CC2)cc1 (configuration not stated)
    -2 | 2.5 | 2 | -3 | 15 | 1 | 0.8 | -1 | 3 | -1
> CC(C)(C)n1ncc2c(=O)n(CC(=O)c3ccc(Cl)cc3)cnc21
    3 | -5.0 | 0 | -1 | 2 | 3 | . | 2 | -1 | -4
